MsrA inhibitor – inhibits bovine methionine sulfoxide reductase A; purified bovine MsrA, absorbance read-out; inhibition, % at 15.5 µM; 360,000 compounds, 0.75% hits; in the data active = inhibition above about 4.5%;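 also: 0% = vehicle wells with enzyme and 100% = reference inhibitor wells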
Neddylation inh – inhibitors of human cullin neddylation; 360,000 compounds, 0.58% hits; P61081+Q13564; AID 651699; calls only at 25 µM; TR-FRET cullin neddylation, biochemical; in the data active = inhibition above about 36%
MLLE-PAM2 inh – blocks PAM2 peptide binding to the PABP1 MLLE domain | P11940 | GST-MLLE / FITC-PAM2 fluorescence polarization | inhibition, % at 20 µM | 360,000 compounds, 0.36% hits | AID 588489; in the data active = inhibition above about 35%, passing the limit was not always enough;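 also: plate controls were DMSO wells with GST-MLLE for no effect and wells lacking GST-MLLE protein for full effect; some results filed as inactive read as strong as hits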
Target sequence (P11940 whole entry, looked up, the tested form may be a part): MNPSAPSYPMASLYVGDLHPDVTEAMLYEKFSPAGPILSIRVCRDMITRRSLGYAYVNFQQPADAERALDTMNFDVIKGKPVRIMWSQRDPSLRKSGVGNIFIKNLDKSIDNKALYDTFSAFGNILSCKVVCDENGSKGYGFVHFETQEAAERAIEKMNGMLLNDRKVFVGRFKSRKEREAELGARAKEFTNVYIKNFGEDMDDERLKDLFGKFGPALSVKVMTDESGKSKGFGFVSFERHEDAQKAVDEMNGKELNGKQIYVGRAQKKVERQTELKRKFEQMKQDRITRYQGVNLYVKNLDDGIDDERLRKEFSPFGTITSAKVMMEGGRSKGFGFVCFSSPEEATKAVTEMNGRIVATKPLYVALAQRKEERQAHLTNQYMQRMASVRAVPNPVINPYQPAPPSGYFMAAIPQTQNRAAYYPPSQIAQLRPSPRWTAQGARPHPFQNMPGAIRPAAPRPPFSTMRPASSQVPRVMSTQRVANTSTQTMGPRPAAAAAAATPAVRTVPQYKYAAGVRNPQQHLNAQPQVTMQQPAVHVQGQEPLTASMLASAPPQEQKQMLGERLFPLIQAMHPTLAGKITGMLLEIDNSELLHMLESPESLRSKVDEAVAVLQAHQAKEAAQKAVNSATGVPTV
Rin1-Abl PPI inh – human Rin1-Abl interaction inhibition. 360,000 compounds, 0.4% hits. inhibition, % at 7.35 µM. TR-FRET Rin1/Abl binding, biochemical. P00519+Q13671; in the data active = inhibition above about 5%, passing the limit was not always enough
FAS TE block – FAS thioesterase (human) inhibition. P49327. recombinant FAS-TE, OMFH fluorogenic substrate, fluorescence endpoint. inhibition, % at 15 µM. 360,000 compounds, 0.67% hits;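 active = compounds whose normalised, plate-corrected inhibition of enzyme fluorescence in the single-dose primary screen is 50% or more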;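 also: 0% = DMSO with enzyme and 100% = substrate without enzyme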
eLon inh – E. coli protease La inhibition; P0A9M0; purified E. coli Lon protease, fluorescence polarization; inhibition, % at 7.94 µM; 360,000 compounds, 0.42% hits; in the data active = inhibition above about 13%, passing the limit was not always enough;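 also: 0% = enzyme with probe and DMSO and 100% = no enzyme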
MsrA act – activators of bovine methionine sulfoxide reductase A | purified bovine MsrA, absorbance read-out | activation, % at 10.6 µM | 360,000 compounds, 0.3% hits; in the data active = activation above about 7.5%;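 also: 0% = vehicle and 100% = reference activator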
CSN inh – CSN deneddylation inhibition; Purified CSN, SCF-Nedd8-OG deneddylation, fluorescence polarization; Q92905; 360,000 compounds, 0.38% hits; inhibition, % at 12.5 µM;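 active = pattern-corrected inhibition above about 35%, with an unprinted fluorescence ratio check between 0.5 and 1.5, limit read from the data, passing the limit was not always enough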;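 also: 0% = enzyme with substrate and 100% = substrate without enzyme; some results filed as inactive read as strong as hits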
Target sequence (Q92905 whole entry, looked up, one chain of several): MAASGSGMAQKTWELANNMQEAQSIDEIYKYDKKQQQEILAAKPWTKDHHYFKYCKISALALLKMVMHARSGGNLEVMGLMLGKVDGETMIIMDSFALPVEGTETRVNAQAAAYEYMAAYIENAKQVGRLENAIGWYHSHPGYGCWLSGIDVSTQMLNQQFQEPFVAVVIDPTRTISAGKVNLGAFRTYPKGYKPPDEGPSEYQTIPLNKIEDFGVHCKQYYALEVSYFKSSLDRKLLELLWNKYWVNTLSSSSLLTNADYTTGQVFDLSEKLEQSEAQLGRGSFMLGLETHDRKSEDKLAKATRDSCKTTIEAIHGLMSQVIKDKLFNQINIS
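Detection – fluorescence polarization · System – HEK293T-derived human Csn5 enzyme · Controls – substrate-only high control, full reaction low control · Timing – 90 min, room temperature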
Tb MetRS inh – blocks T. brucei methionyl-tRNA synthetase activity | purified T. brucei MetRS, ATP depletion, Kinase-Glo luminescence | inhibition, % at 11.9 µM | 360,000 compounds, 0.4% hits | AID 624268;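 active = inhibition above a per-plate cutoff of the control wells' mean inhibition plus 3 SD, cut at about 5.5% in these data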;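 also: 0% = DMSO wells median and 100% = median of wells with control inhibitor compound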
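Material: T. brucei methionyl-tRNA synthetase, purified; reagent: substrates ATP, L-methionine and bulk Escherichia coli tRNA; dosing: 11.9 µM single point; timing: 15 min plus 2 h at 25 °C; detection: luminescence of leftover ATP; evaluation: % inhibition; control set: DMSO-only wells as low control; replicates: singlicate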
* hit, by the source's call; i = inactive; . = no result given; + = active, no number.

structure,eLon inh,MsrA act,Rin1-Abl PPI inh,FAS TE block,Tb MetRS inh,MsrA inhibitor,Neddylation inh,CSN inh,MLLE-PAM2 inh
CCOC(=O)c1cccc(NC(=S)N2CCN(c3ncc4c(=O)c(C(=O)O)cn(CC)c4n3)CC2)c1,-5.3,-3.1,0.3,1.1,-0.3,1.6,i,-2.3,-58.5
CN=c1scc(-c2ccc(F)cc2)n1/N=C/c1ccc(O)c(O)c1,-12.7,-8.0,2.1,-1.9,-0.5,2.8,i,-7.5,-40.0
O=C(COC(=O)c1cc([N+](=O)[O-])ccc1NCc1ccccc1)NC1CCCc2ccccc21 (configuration not stated),-5.9,-3.1,-1.6,43.1,-0.3,-0.8,i,4.2,10.8
O=c1[nH]c(CSc2ccccn2)nc2ccccc12,2.0,-3.3,-0.9,-5.8,0.3,0.1,i,3.5,2.5
COc1cc(OC)c(NC(=O)c2csc(C)c2)cc1Cl,8.7,-3.6,-3.7,6.2,-0.1,0.4,i,-2.4,9.2
CCOC(=O)C(C)n1cnc2c(nnn2Cc2ccc(Cl)cc2)c1=O (configuration not stated),2.7,-8.1,3.6,-2.5,-0.8,-1.4,i,-6.3,11.5
O=[N+]([O-])c1ccc(-c2nc(C(Cl)Cl)c3ccccc3n2)cc1,9.8,-3.6,0.4,9.5,0.9,0.2,i,3.0,-11.0
O=C(COc1ccc(Br)cc1)N(Cc1cccs1)C1CCS(=O)(=O)C1 (configuration not stated),3.3,-4.9,-0.2,8.7,0.7,-0.6,i,1.5,-7.1
CCCCn1c(=O)[nH]c(=O)c2c(C(=O)OCC)cc(-c3ccc(OC(F)F)cc3)nc21,-9.3,-0.4,-1.7,-6.1,-0.5,0.0,.,-2.2,-6.9
Cc1ccc(CN2CCNC2=O)cc1,7.0,-1.3,0.6,-5.8,0.2,0.5,i,-1.0,-2.7

Nothing new here: 4 of the compounds above.
structure,eLon inh,MsrA act,Rin1-Abl PPI inh,FAS TE block,Tb MetRS inh,MsrA inhibitor,Neddylation inh,CSN inh,MLLE-PAM2 inh
O=[N+]([O-])c1ccc(-c2nc(C(Cl)Cl)c3ccccc3n2)cc1,9.8,-3.6,0.4,9.5,0.9,0.2,i,3.0,-11.0
O=C(COc1ccc(Br)cc1)N(Cc1cccs1)C1CCS(=O)(=O)C1 (configuration not stated),3.3,-4.9,-0.2,8.7,0.7,-0.6,i,1.5,-7.1
CCCCn1c(=O)[nH]c(=O)c2c(C(=O)OCC)cc(-c3ccc(OC(F)F)cc3)nc21,-9.3,-0.4,-1.7,-6.1,-0.5,0.0,.,-2.2,-6.9
Cc1ccc(CN2CCNC2=O)cc1,7.0,-1.3,0.6,-5.8,0.2,0.5,i,-1.0,-2.7

(list continues)
structure,eLon inh,MsrA act,Rin1-Abl PPI inh,FAS TE block,Tb MetRS inh,MsrA inhibitor,Neddylation inh,CSN inh,MLLE-PAM2 inh
CCCCNC(=O)COC(=O)c1cc(S(=O)(=O)N2CCCCCC2)ccc1OC,-7.6,-2.9,0.6,-2.8,0.0,-0.9,i,0.5,2.4
O=C(OCC(=O)N1CCOCC1)c1ccc[nH]c1=O,-0.8,0.6,1.8,-6.7,-0.5,0.0,i,-1.2,-14.4
Cc1ccc(-c2nnc3ccc(SCC(=O)N4CCc5ccccc54)nn23)cc1,-11.2,-6.5,1.1,-2.0,-0.5,-0.2,i,-4.1,4.5
[O-][N+](=Cc1ccccc1)c1ccc(Cl)cc1,-3.0,-2.1,0.9,0.3,-0.4,-0.5,i,-0.8,9.9
N#CCSc1nnc(-c2ccccc2)c(-c2ccccc2)n1,-8.8,-2.2,-2.4,4.7,-0.7,0.0,i,-0.9,-1.5
CC(=O)c1ccc(S(=O)(=O)N2CCCc3ccccc32)cc1,-7.7,-3.2,-0.5,14.7,-0.6,-0.2,i,0.8,-1.8
COc1ccc(CCN2CC(C(=O)NCCc3ccc(F)cc3)CCC2=O)cc1 (configuration not stated),0.8,0.3,-0.8,-6.8,-0.3,-0.1,i,-1.3,-8.6
CN=C(Nc1ccccc1OC)SC1CC(=O)N(c2ccc(C(=O)OC)cc2)C1=O (configuration not stated),0.2,-5.2,-0.6,-0.2,0.2,-0.5,i,4.0,-2.4
Cc1cc(C)cc(Nc2ncc3c(n2)CC(c2ccco2)CC3=O)c1 (configuration not stated),-3.7,-0.9,0.7,7.1,-0.1,1.0,i,-1.7,10.2
Cc1nn(-c2ccccc2)c(N)c1C(O)(CSc1nccn1C)C(F)(F)F (configuration not stated),-5.9,-2.4,0.9,-0.5,-0.5,0.6,i,4.3,2.0

The list goes on:
structure,eLon inh,MsrA act,Rin1-Abl PPI inh,FAS TE block,Tb MetRS inh,MsrA inhibitor,Neddylation inh,CSN inh,MLLE-PAM2 inh
O=C(NCCO)c1ccccc1O,-8.5,-2.9,1.8,-5.0,0.0,1.4,i,3.5,11.7
O=C(CCC(=O)Nc1ccccc1)N/N=C/C=C/c1ccccc1,-9.7,-2.0,-3.4,2.7,0.1,0.5,i,1.9,8.0
CCCCCCNCc1cccc(Br)c1,-6.4,0.4,0.4,-4.9,-0.6,0.0,i,-0.2,-13.5
O=c1c2cc(Cl)ccc2nc(-c2ccccc2)n1O,-5.0,-1.6,0.6,-7.8,-0.7,1.4,i,3.7,-10.1
CC1C/C(=N\NC(=S)NCc2ccccc2)CC(C)(C)C1 (configuration not stated),13.0,0.4,-3.4,23.7,-0.5,-0.8,i,-0.2,24.0
Cn1c(NCc2cccs2)nc2ccccc21,-0.8,-2.3,0.9,-4.8,-0.1,1.1,i,-1.8,-4.0
O=C(CCC1CCN(C(=O)c2cncs2)CC1)Nc1ccccc1,-10.6,-2.8,-0.5,-5.6,-0.3,-0.8,i,5.6,-5.5
COC(=O)CNC(=O)C(C)(C)Oc1ccc(Cl)cc1,7.3,-10.6,-0.8,-7.1,-0.5,-0.4,i,-0.3,0.1
COc1ccc(C[C@](C)(N)C(=O)O)cc1OC,5.7,-5.8,1.1,-3.4,-0.6,-1.2,i,-0.9,-1.8
CSc1ccc(-c2nnn(Cc3ccc(Br)cc3)n2)cc1,-0.5,0.0,-3.9,24.2,-0.4,1.5,i,7.9,4.2

(more compounds)
structure,eLon inh,MsrA act,Rin1-Abl PPI inh,FAS TE block,Tb MetRS inh,MsrA inhibitor,Neddylation inh,CSN inh,MLLE-PAM2 inh
Cc1ccc(N2C(=O)CN(Cc3ccccc3)C2=S)cc1C,-3.0,0.2,2.0,8.7,-0.2,-0.9,i,2.1,-1.1
COc1cccc(-c2nc3nc(C)cc(C)n3c2NC2CCCCC2)c1,-8.0,-4.6,.,0.6,-0.4,0.6,i,1.7,.
Cc1ccc(NC(=S)C2=C(O)c3ccccc3N(C)S2(=O)=O)cc1,-3.4,-12.8,1.2,-6.5,-0.2,4.8*,i,-2.9,40.0*
Cn1cnc([N+](=O)[O-])c1SCCO,14.1,-3.7,2.6,-0.3,0.3,-0.4,i,4.2,2.9
C[C@@H]1CCCCO[C@H](CN(C)Cc2ccccc2)[C@@H](C)CN([C@H](C)CO)C(=O)c2cc(NC(=O)c3ccccc3)ccc2O1,-4.0,0.2,2.2,-3.1,0.1,0.3,i,-4.0,-10.9
CCOC(=O)c1c(S(=O)(=O)NCC(=O)Nc2ccccc2OC)c(C)n(C)c1C,3.2,-4.2,3.3,-3.8,-0.8,-0.5,i,-2.5,-9.6
COc1ccc(C(=O)OCC(=O)NCC2CCCO2)cc1S(=O)(=O)N1CCCc2ccccc21 (configuration not stated),1.5,-2.6,-2.9,-1.3,0.2,0.2,i,2.5,-5.1
CC1(C)CC(=O)C2=C(C1)OC(N)=C(C#N)C21C(=O)N(CN2CCOCC2)c2ccccc21 (configuration not stated),9.6,-1.1,0.0,-7.5,-0.7,-1.3,i,-1.9,1.5
O=S(=O)(Nc1ccc(N2CCCCC2)cc1)c1cccc2cccnc12,8.4,-2.1,-3.2,9.9,0.0,-0.8,i,0.4,-5.1
CCOC(=O)C1(CCCc2ccccc2)CCN(CC(O)CO)CC1 (configuration not stated),1.7,-1.0,1.2,-5.4,0.5,1.8,i,-1.8,9.3

Remaining list, next part.
structure,eLon inh,MsrA act,Rin1-Abl PPI inh,FAS TE block,Tb MetRS inh,MsrA inhibitor,Neddylation inh,CSN inh,MLLE-PAM2 inh
COc1ccc(-c2[nH]ncc2CNCC(C)(C)N2CCOCC2)cc1F,-3.7,-1.8,1.3,-3.7,-0.5,0.8,i,2.2,12.0
COc1ccc2c(c1)C(=O)c1ccccc1CO2,0.5,-7.1,1.8,-3.9,-1.4,-0.7,i,4.5,6.9
CCN(CC)CCNCc1ccc(-c2ccc(Cl)cc2)o1,3.2,-6.1,3.7,-8.2,0.1,0.0,i,1.3,31.3
CC(C)NC(=O)C1(C)CSCC(=O)N1CC(F)(F)F (configuration not stated),.,.,.,.,-0.9,-0.8,i,-4.9,.
Cc1cc(N2C(=O)CC(Cc3ccccc3)C2=O)no1 (configuration not stated),-3.7,-0.5,-1.9,-4.7,-0.8,-0.4,i,1.6,21.3
COCCn1cnc2c(c1=O)c1nc3ccccc3nc1n2/N=C/c1ccc(OC)c(OC)c1,6.5,-1.6,-4.1,0.4,0.2,-0.6,i,2.9,16.8
CN(C(=O)COC(=O)c1ccccc1SCC(=O)N1CCCC1)C1CCS(=O)(=O)C1 (configuration not stated),-3.0,-3.2,-0.3,-5.1,-0.5,1.2,i,1.1,-3.4
Cc1noc(C)c1C(=O)N(CC(=O)Nc1ccc(Cl)c(C(F)(F)F)c1)Cc1ccco1,6.7,-0.7,-0.2,23.6,0.7,-1.1,i,3.6,18.5
COCCOC(=O)c1c(C)oc2cc(Br)c(OCC(N)=O)cc12,0.8,-5.2,-1.2,-9.1,-0.5,-0.1,i,-4.1,-11.7
COc1cc2ccccc2cc1C(=O)OCC(=O)N(C)c1c(N)n(Cc2ccccc2)c(=O)[nH]c1=O,-2.2,-2.3,-4.2,-4.0,0.1,1.2,+,-4.7,-3.9

Continued:
structure,eLon inh,MsrA act,Rin1-Abl PPI inh,FAS TE block,Tb MetRS inh,MsrA inhibitor,Neddylation inh,CSN inh,MLLE-PAM2 inh
CCc1noc(C)c1C(=O)Nc1sc(C(=O)N(C)C)c(C)c1C(=O)OC,-2.0,-2.4,6.9,-2.2,-0.3,0.3,i,-0.6,-13.5
CC12CN3CC(C)(CN(C1)C3c1c[nH]c3ccccc13)C2=O (configuration not stated),-4.0,-3.4,0.5,-9.9,-0.3,-0.7,i,2.0,18.5
CC(CNC1CCCCC1)OC(=O)c1ccc([N+](=O)[O-])cc1 (configuration not stated),-2.9,-3.3,2.8,-1.2,-0.3,0.6,i,-5.5,14.2
Cc1ccc2nc(CSc3nnc4ccccn34)cc(=O)n2c1,-2.9,-4.7,3.2,-8.3,-0.7,1.0,i,2.8,10.9
Cc1cccc(NC(=S)NCCc2ccc3c(c2)OCCO3)c1C,8.6,-5.9,0.8,9.9,-0.4,-0.5,i,-4.6,9.4

Compounds were not picked by outcome. Share with any hit: about 4%.
